Source: PubChem
IMP-1 inh: blocks Pseudomonas aeruginosa IMP-1 metallo-beta-lactamase; purified IMP-1, nitrocefin hydrolysis, epi-absorbance fluorescence; inhibition, % at 5.6 µM; 0.45% of 290,000 active; AID 1556;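 active = inhibition above the mean plus 3 SD of all compounds in the same screening run, cut at about 4.5% in these data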;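 also: 0% = IMP-1 with DMSO and 100% = DMSO wells lacking enzyme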
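System: Purified IMP-1 | Read-out basis: Percent enzyme inhibition | Controls: IMP-1 with DMSO as 0%, enzyme-free DMSO as 100% | Replicates: One well per compound | Doses: 5.6 µM nominal single concentration | Detection: Epi-absorbance fluorescence, 480 nm excitation, 530 nm emission | Incubation: 25 °C, 15 min preincubation, 25 min reaction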
NALP1 inh: NALP1 inhibition; S. cerevisiae NALP1/ASC/caspase-1 growth, X-gal OD620, 72 h; inhibition, % at 10 µM; 0.61% of 280,000 active; AID 2071; in the data active = inhibition mostly above about 24%, no sharp cut-off; inactive = mostly below about 32%; also: some compounds called inactive have numbers as strong as hits
MEKK2mut PB1 HTS: signal of MEK5 binding to mutant human MEKK2 PB1 domain | bead flow cytometry, Alexa488-MEK5 binding to MEKK2 mutant | percent response, % at 10 µM | 0.35% of 290,000 active | AID 1530; in the data active = percent response above about 24%, passing the limit was not always enough; also: inactives centre near 1; some results filed as inactive read as strong as hits
MEKK2 WT-MEK5: raises or lowers MEK5 binding to wildtype human MEKK2 PB1 domain; Q9Y2U5; bead flow cytometry, Alexa488-MEK5 binding to MEKK2 WT; actives lie on both sides; binding response (% of control), % at 10 µM; 1.1% of 290,000 active; in the data active = binding response below about 67% or above about 130%
HCV NS3 hel inh: HCV NS3 helicase inhibition. inhibition, % at 10.9 µM. 0.56% of 290,000 active. NS3 helicase DNA unwinding, Cy5 molecular beacon fluorescence;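 active = inhibition above the mean of all tested compounds plus 3 SD, set per campaign, cut at about 35% in these data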;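 also: 0% = DMSO wells and 100% = thioflavine S control wells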
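test system = hepatitis C virus NS3 helicase domain fragment enzyme | reagent = annealed dual-labelled DNA beacon duplex, ATP-started | times = 1 h at 25 °C | detection = Cy5 fluorescence, 0 and 60 min reads | read-out basis = percent inhibition from t60/t0 fluorescence ratio | control set = DMSO and thioflavine S | replication = one well per compound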
SUMO HTRF inh: SUMOylation inhibition. P63279. HTRF SUMOylation assay, SAE1/SAE2 + UBC9, in vitro. inhibition, % at 35 µM. 0.36% of 290,000 active. AID 2006; in the data active = inhibition above about 50%, passing the limit was not always enough; also: strong numbers were not always called active
Target sequence (P63279 whole entry, looked up): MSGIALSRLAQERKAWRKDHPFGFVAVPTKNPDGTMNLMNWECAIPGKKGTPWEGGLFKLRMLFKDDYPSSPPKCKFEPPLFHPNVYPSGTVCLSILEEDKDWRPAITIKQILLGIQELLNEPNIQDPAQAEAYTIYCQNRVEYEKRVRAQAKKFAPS
DNA FID counter: fluorescent intercalator displacement, NS3 helicase counter-screen. DNA fluorescent intercalator displacement, fluorescence. inhibition, % at 7.9 µM. 0.17% of 290,000 active; in the data active = inhibition above about 37%;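 also: 0% = vehicle and 100% = reference compound; higher means more ethidium bromide displaced from hairpin DNA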
M18AAP inhibitor: PfM18AAP enzyme inhibition | recombinant PfM18AAP, H-Glu-NHMec fluorogenic cleavage | inhibition, % at 7.35 µM | 1.2% of 290,000 active | AID 1822;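 active = inhibition above the campaign mean inhibition over all tested compounds plus 3 SD, cut at about 28% in these data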;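 also: 0% = plate median of test compound wells and 100% = 2 mM ZnCl2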
VIM-2 inhibitor: inhibitors of Pseudomonas aeruginosa VIM-2 metallo-beta-lactamase | AID 1527 | purified VIM-2, nitrocefin hydrolysis, epi-absorbance fluorescence | 0.89% of 290,000 active | inhibition, % at 5.6 µM;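 active = inhibition above the mean of all tested compounds plus 3 SD, cutoff set per screening run, cut at about 7.5% in these data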;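 also: red hydrolysis product quenches plate fluorescence so inhibitors raise well fluorescence; 0% = enzyme with DMSO and 100% = DMSO without enzyme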
The depositor's hits bear a star; · = not tested or not shown.

SMILES | IMP-1 inh | NALP1 inh | MEKK2mut PB1 HTS | MEKK2 WT-MEK5 | HCV NS3 hel inh | SUMO HTRF inh | DNA FID counter | M18AAP inhibitor | VIM-2 inhibitor
O=C(OC(C(=O)NC1CCCC1)c1ccc(F)cc1)c1ccno1 (centres undefined) | -3.9 | 10 | 1 | 100 | -2 | 17 | 0 | -1 | -3.5
CCC(C)(C)C1CCC(=NNC(=O)c2ccoc2C)CC1 (centres undefined) | -4.5 | -19 | · | · | 3 | -5 | -4 | -11 | -3.2
CC1C(=O)Nc2ccc(S(=O)(=O)Nc3ccccc3Br)cc2NC1=O (centres undefined) | -0.4 | 9 | 2 | 99 | 3 | 10 | -10 | -5 | -0.1
Cc1c(C)n(CCc2ccccc2)c2ncnc(NN)c12 | 0.6 | -29 | 1 | 108 | -1 | 19 | -17 | 44* | 7.8*
Cc1cccc(CSc2ncnc3c2cnn3Cc2ccccc2)c1 | 1.8 | -2 | 1 | 103 | 9 | 1 | -9 | 4 | -0.1
Cc1cc(OC(C)C(=O)NCC2CCC(C(=O)O)CC2)c2c(C)c(C)c(=O)oc2c1 (centres undefined) | -0.7 | -80 | 5 | 105 | 9 | 15 | -9 | -1 | -1.9
Cc1ccccc1CS(=O)(=O)CCC(=O)NCc1ccc(F)cc1Cl | -2.8 | -6 | 3 | 101 | -10 | 7 | -24 | -6 | -1.5
CCOc1cccc(NC(=O)/C(C#N)=C\c2cccnc2)c1 | -1.2 | 23 | 6 | 100 | -6 | 9 | -9 | -4 | -1.8
COc1ccc(-c2noc(CCC(=O)NCc3cccnc3)n2)cc1OC | -3.7 | 7 | -22 | 90 | -3 | 15 | -4 | 5 | -1.8
O=C(CNC(=O)c1ccc(Cl)cc1Cl)Nc1ccc(F)cc1 | -3.2 | · | -33 | 73 | 1 | 3 | 0 | -1 | -2.4
Cn1c(=O)c2ccccc2n(CC(=O)Nc2ccc3c(c2)OCCO3)c1=O | -3.0 | 7 | 1 | 97 | 1 | 1 | -7 | -2 | -0.7
CCCOc1cccc(-c2cc(-c3n[nH]c(=S)n3CC)c3ccccc3n2)c1 | -1.9 | -2 | 1 | 90 | -5 | -4 | -25 | -21 | -2.6
CCCn1c(CN(C)Cc2ccccc2)nc2c1c(=O)n(C)c(=O)n2C | -4.2 | 15 | 2 | 104 | -2 | -5 | -20 | 5 | -1.1
CC(C)c1nc(C(=O)N2CCc3c([nH]c4ccccc34)C2c2ccccn2)cs1 (centres undefined) | -4.0 | 8 | 0 | 102 | 3 | -3 | -34 | -5 | -3.2
O=[N+]([O-])c1cccc2ccc(/C=C/c3ccc(C(F)(F)F)cc3)nc12 | -1.9 | 25 | 7 | 113 | -4 | -5 | 6 | 1 | -2.6
O=C1C2CCCN2C(c2cccs2)N1c1ccc(Cl)cc1 (centres undefined) | -5.2 | 3 | 1 | 110 | 11 | 12 | -9 | -20 | -4.0
CCC1CCCCN1S(=O)(=O)c1ccc(S(=O)(=O)N2CCN(S(=O)(=O)CC)CC2)cc1 (centres undefined) | -2.3 | -3 | 6 | 105 | -1 | 24 | 6 | -2 | -3.1
CC1CCCN(C(=O)Nc2ccc(Br)cc2Cl)C1 (centres undefined) | -2.4 | -4 | -3 | 96 | 12 | 2 | -2 | 0 | 1.8
CCCOc1ccccc1N/C(=N\S(=O)(=O)c1ccc(C)cc1)Nc1nc(C)cc(C)n1 | -1.3 | · | 3 | 98 | -5 | · | 0 | -2 | -4.4
O=C(O)C(c1ccccc1)N1CCCCC1 (centres undefined) | -3.1 | -4 | 0 | 104 | -4 | 6 | 1 | 1 | -6.1
CC(=O)N1CCc2cc(Br)cc(S(=O)(=O)NCc3ccc(Cl)cc3)c21 | -1.3 | 3 | 4 | 104 | -3 | -12 | -18 | 1 | -3.1
CCCn1nnnc1NCc1ccc(N(C)C)cc1 | -3.2 | 7 | 0 | 104 | -7 | 1 | -1 | 6 | -2.0
O=C(COC(=O)CCc1c[nH]c2ccccc12)NCc1ccccc1 | -0.2 | 33 | -2 | 102 | 43* | -19 | -26 | 4 | 1.2
Nc1nnc(SCc2ccc([N+](=O)[O-])cc2)s1 | -0.3 | 10 | -13 | 83 | 2 | 8 | 7 | -1 | -2.7
COc1ccccc1OCCSc1nc2ccccc2n1CCC(=O)O | -0.9 | 14 | 1 | 106 | 4 | 4 | -35 | 1 | -0.8

Overlap with the part before: four entries; new compounds follow.
SMILES | IMP-1 inh | NALP1 inh | MEKK2mut PB1 HTS | MEKK2 WT-MEK5 | HCV NS3 hel inh | SUMO HTRF inh | DNA FID counter | M18AAP inhibitor | VIM-2 inhibitor
CCCn1nnnc1NCc1ccc(N(C)C)cc1 | -3.2 | 7 | 0 | 104 | -7 | 1 | -1 | 6 | -2.0
O=C(COC(=O)CCc1c[nH]c2ccccc12)NCc1ccccc1 | -0.2 | 33 | -2 | 102 | 43* | -19 | -26 | 4 | 1.2
Nc1nnc(SCc2ccc([N+](=O)[O-])cc2)s1 | -0.3 | 10 | -13 | 83 | 2 | 8 | 7 | -1 | -2.7
COc1ccccc1OCCSc1nc2ccccc2n1CCC(=O)O | -0.9 | 14 | 1 | 106 | 4 | 4 | -35 | 1 | -0.8
OC(CN1CCNCC1)Cn1ccc2ccccc21 (centres undefined) | -3.4 | 2 | 35* | 153 | -62 | -1 | 26 | 0 | -4.9
O=C(O)C1CCC(N2C(=O)c3c(Cl)c(Cl)c(Cl)c(Cl)c3C2=O)CC1 (centres undefined) | -3.4 | 8 | 6 | 103 | 5 | -2 | -6 | 1 | -0.7
COc1ccc(S(=O)(=O)N2CCCOC2CNC(=O)C(=O)NCc2ccco2)cc1C (centres undefined) | -2.6 | -10 | · | · | 5 | -2 | -20 | 6 | -0.5
CCOC(=O)C1CCCN(C(=O)c2cccc(S(=O)(=O)N(C)c3c(C)n(C)n(-c4ccccc4)c3=O)c2)C1 (centres undefined) | -4.3 | -10 | 2 | 101 | -3 | 1 | -31 | 1 | -3.2
Cc1csc(=O)n1CCC(=O)OCC(=O)N(CC(C)C)c1c(N)n(Cc2ccccc2)c(=O)[nH]c1=O | -2.3 | -2 | 3 | 102 | 13 | 17 | -20 | 0 | -0.2
COc1cccc(O)c1CN1CCC(Oc2ccc(C(=O)NCc3ccccn3)cc2)CC1 | -1.3 | 31 | 2 | 105 | -3 | 8 | 19 | -8 | -0.7
NC(=O)c1ccc(Oc2ccc3ccc(=O)oc3c2)c([N+](=O)[O-])c1 | -1.5 | 23 | -3 | 96 | 1 | 18 | 0 | -2 | 1.2
C/C(=N\Nc1ccc(Cl)c(C(=O)O)c1)c1ccccn1 | -2.0 | -10 | -2 | 96 | 12 | 10 | -3 | 19 | -1.8
CCc1c(C)nc2ncnn2c1N1CCN(S(=O)(=O)c2ccc(OC)cc2)CC1 | -3.1 | -4 | -14 | 88 | -16 | 5 | -9 | 3 | -3.8
CSc1ccccc1NC(=O)c1ccc(N2CC3CC(C2)c2cccc(=O)n2C3)c(NC(=O)c2cccnc2)c1 (centres undefined) | -0.8 | 13 | 2 | 107 | -3 | 9 | -46 | -4 | -1.8
COc1c(Cl)cc(Cl)cc1/C=N/n1cnnc1 | -2.1 | 16 | -3 | 99 | 6 | 19 | -10 | 9 | -1.4
Cc1ccnc(NC(=O)CCC(=O)N(CC(=O)NCc2ccccc2)Cc2ccccc2)c1 | -5.0 | 3 | 7 | 106 | -6 | 3 | -44 | -4 | -2.6
COc1cc2c(cc1OC)C(Nc1ccc(S(N)(=O)=O)cc1)=NC(C)(C)C2 | -2.7 | 30 | 3 | 104 | 0 | -1 | 4 | 1 | -0.9
O=C(NCCc1ccccn1)c1n[nH]c(=O)c2ccccc12 | -2.9 | 4 | -4 | 98 | -1 | 20 | -3 | -1 | -3.2
COc1cc(Cl)cc(CN2CCC(CCC(=O)NC3CC3)CC2)c1OC | -3.7 | 1 | 3 | 105 | 4 | -9 | 0 | 2 | -0.8
CC1=C(C(=O)OCc2ccccc2)C(c2cccnc2)n2nnnc2N1 (centres undefined) | -1.0 | 12 | 1 | 102 | -4 | 8 | -7 | 7 | -2.7
O=C(O)C1C2C=CC(C2)C1C(=O)Nc1cccc(Cl)c1 (centres undefined) | -5.5 | 4 | 14 | 105 | 6 | -3 | -1 | 7 | -2.8
Cc1ccc(C2C(C(=O)c3cc4ccccc4o3)=C(O)C(=O)N2CCN2CCOCC2)cc1 (centres undefined) | -2.8 | 10 | 3 | 109 | 12 | 4 | -67 | 15 | -4.2
COc1ccc(OC)c(NC(=O)C(=O)N/N=C/c2ccccc2[N+](=O)[O-])c1 | -2.9 | 12 | 4 | 109 | 1 | -19 | 1 | -4 | 0.1
CCN(CC)C(=O)CSc1nnc(-c2cccnc2)n1CCc1ccccc1 | -5.0 | 3 | -4 | 101 | -1 | -14 | -20 | -16 | -3.2
CCOC(=O)COc1ccc(S(=O)(=O)c2ccc(OCC(=O)OCC)cc2)cc1 | -2.5 | 3 | 0 | 101 | -2 | 5 | -33 | -2 | -1.0
CC(Sc1nc2ccc(Br)cc2[nH]1)C(=O)O (centres undefined) | -1.1 | 8 | 8 | 109 | -3 | 13 | 3 | -5 | -1.9
COc1ccc(OC)c(S(=O)(=O)NCc2ccc(N3CCN(C)CC3)cc2)c1 | -0.8 | 15 | -1 | 98 | 6 | 10 | 2 | -3 | -0.1
CCCOC(=O)c1ccc(Oc2cn[nH]c2-c2ccc(OCC)cc2O)cc1 | -3.2 | -1 | 4 | 114 | -12 | -27 | -3 | -5 | -3.4
COc1ccc(C(=O)Nc2c(N)nc(SCC(=O)c3ccccc3)[nH]c2=O)cc1 | 1.2 | 0 | 10 | 107 | 0 | -7 | -14 | -12 | -2.9
O=C(CSCc1ccc(Cl)cc1)Nc1cccc(C(=O)O)c1 | -3.8 | 6 | 16 | 111 | 4 | 4 | -15 | 2 | -0.3
COc1ccccc1NC(=S)NC(NC(=O)c1ccco1)C(Cl)(Cl)Cl (centres undefined) | -0.5 | 9 | 0 | 100 | 6 | 8 | -7 | -5 | 0.2
COc1ccc(OCc2nc(N)nc(Nc3ccccc3OC)n2)cc1 | 5.4* | 9 | 3 | 102 | 0 | -4 | -8 | -10 | -0.6
COC(=O)CNC(=O)C(NC(=O)OCc1ccccc1)C(C)C (centres undefined) | -1.3 | -14 | 0 | 101 | 7 | 2 | -15 | 3 | -3.7
CCOCC(=O)Nc1cccc(-c2nc3cccnc3s2)c1C | -2.4 | 9 | 10 | 101 | 1 | 11 | -9 | 3 | -4.4

Complete entries from above:
`CCc1c(C)nc2ncnn2c1N1CCN(S(=O)(=O)c2ccc(OC)cc2)CC1` reads IMP-1 inh: -3.1; NALP1 inh: -4; MEKK2mut PB1 HTS: -14; MEKK2 WT-MEK5: 88; HCV NS3 hel inh: -16; SUMO HTRF inh: 5; DNA FID counter: -9; M18AAP inhibitor: 3; VIM-2 inhibitor: -3.8
`OC(CN1CCNCC1)Cn1ccc2ccccc21` (centres undefined) reads IMP-1 inh: -3.4; NALP1 inh: 2; MEKK2mut PB1 HTS: 35*; MEKK2 WT-MEK5: 153; HCV NS3 hel inh: -62; SUMO HTRF inh: -1; DNA FID counter: 26; M18AAP inhibitor: 0; VIM-2 inhibitor: -4.9
